From PubChem BioAssay
ERG-DNA inh: blocks human ERG Ets domain binding to DNA. Potency, µM (titrated, usually from 76.9 µM), inactives show at the top dose FP activity, negative = inhibition, actives largely listed as inhibitors. fluorescence polarization, His-ERG Ets domain / labelled DNA. P11308. 0.028% of 370,000 active; active = well fitted inhibition curve with a large enough effect in the polarisation, with a control signal flat; inconclusive = small, poorly fitted or top-dose-only effect, or effect the other way, or a change in a side signal; inactive = no such curve, though single readings can be large or run the other way; the % refers to the polarisation;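 note: polarization taken with two DNA probes labelled with fluorescein and Texas red; potency is the fitted concentration of half-maximal effect; % of control where 0% means no effect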
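His-tagged ERG Ets domain (1 uM in the protein solution; 300mM KCl, 50mM Tris-HCl, 1mM EDTA, 1mM DTT, pH 7.5) received compound, then a probe mix of 5 nM fluorescein-DNA and 100nM Texas-615-DNA. Fluorescence polarization was read for both dyes.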
BAZ2B block: inhibitors of human BAZ2B bromodomain | Q9UIF8 | Potency, µM (series often up to 114 µM), for the others: at the top dose activity change, negative = inhibition, usual class: inhibitors | AlphaScreen BAZ2B-H3K14Ac peptide displacement | 4.4% of 360,000 active; note: potency is the fitted concentration of half-maximal effect; % is set by controls: 0 for no effect and ±100 for the full control effect; nearly all actives have a fitted effect of over 60% in size
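Multi-concentration screen (max 110 uM) measuring displacement of acetylated histone H3 peptide from BAZ2B by AlphaScreen, using 50 nM protein, 50 nM peptide and 10 ug/mL streptavidin donor plus Ni-chelate acceptor beads.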
JMJD2A Tudor: JMJD2A Tudor domain (human) inhibition; AlphaScreen JMJD2A-Tudor / H3K4me3 peptide binding; Potency, µM (top dose mostly 114 µM), inactives show at the highest dose activity change, negative = inhibition, hits mostly inhibitors; 4.4% of 390,000 active; O75164; note: potency is the fitted concentration of half-maximal effect; % is set by controls: 0 for no effect and ±100 for the full control effect; nearly all actives have a fitted effect of over 50% in size
GLS inhibitor: inhibitors of human glutaminase (GLS) | Potency, µM (doses to about 45.5 µM), inactives show at the highest dose activity change, negative = inhibition, actives largely listed as inhibitors | GLS enzymatic activity, qHTS titration | 0.21% of 410,000 active; note: potency is the fitted concentration of half-maximal effect; % is set by controls: 0 for no effect and ±100 for the full control effect
Target sequence (O94925 whole entry, looked up): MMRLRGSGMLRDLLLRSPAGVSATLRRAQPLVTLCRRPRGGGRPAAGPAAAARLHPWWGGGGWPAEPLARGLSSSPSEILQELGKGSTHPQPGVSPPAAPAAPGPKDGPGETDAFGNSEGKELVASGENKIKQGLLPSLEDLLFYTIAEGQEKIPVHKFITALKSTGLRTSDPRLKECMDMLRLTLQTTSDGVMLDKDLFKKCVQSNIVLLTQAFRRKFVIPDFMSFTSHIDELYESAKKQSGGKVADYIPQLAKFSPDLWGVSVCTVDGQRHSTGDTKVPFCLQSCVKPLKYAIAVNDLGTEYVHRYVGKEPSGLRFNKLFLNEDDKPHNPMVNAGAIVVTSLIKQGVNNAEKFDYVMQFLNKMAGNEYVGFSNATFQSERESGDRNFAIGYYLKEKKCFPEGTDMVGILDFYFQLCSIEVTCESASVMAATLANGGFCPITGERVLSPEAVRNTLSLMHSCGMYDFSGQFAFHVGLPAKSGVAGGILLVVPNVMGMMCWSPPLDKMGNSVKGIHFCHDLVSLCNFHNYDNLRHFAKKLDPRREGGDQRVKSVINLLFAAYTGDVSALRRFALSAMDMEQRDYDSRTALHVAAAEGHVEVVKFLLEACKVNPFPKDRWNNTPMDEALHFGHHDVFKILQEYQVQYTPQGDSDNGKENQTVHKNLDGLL
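Assay buffer: 45 mM KH2PO4 pH 8.2, 0.02% Tween-20. hKGA acts on L-glutamine (1 mM solution added); product glutamate is reported by an oxidase/peroxidase Amplex Red coupling, with fluorescence taken at baseline and 30 min.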
HP1b binding inh: HP1-beta chromodomain-methylated histone interaction inhibition; AlphaScreen HP1-beta / biotin-H3K9me3 peptide binding; Potency, µM (top dose mostly 114 µM), without a hit: top-dose activity change, negative = inhibition, most hits filed as inhibitors; 0.56% of 390,000 active; AID 540317; note: potency is the fitted concentration of half-maximal effect; nearly all actives have a fitted effect of over 70% in size; inactives centre near 23
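AlphaScreen: HP1-beta (50 nM) preformed 30 min with biotin-H3(1-18)K9me3 peptide (50 nM) in PBS pH 7.4, 0.01% Tween-20. Compound added for 30 min at RT, then streptavidin donor/nickel chelate acceptor beads (10 ug/mL) for 30 min.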
G9a inh: blocks human histone lysine methyltransferase G9a; AID 504332; Q96KQ7; 8.8% of 350,000 active; Potency, µM (top dose mostly 102 µM), inactives show at the top dose activity, negative = inhibition, hits mostly inhibitors; G9a H3K9 monomethylation, AlphaScreen, 2 h; note: potency is the fitted concentration of half-maximal effect; % is set by controls: 0 for no effect and ±100 for the full control effect; nearly all actives have a fitted effect of over 75% in size
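Compounds were preincubated with 20 nM G9a for 15 min, after which biotinylated H3K9 peptide (500 nM) and SAM (20 uM) started a 2 h room-temperature reaction. Monomethylated product was quantified by antibody-based AlphaScreen chemiluminescence.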
RGS4 inhibitor: blocks human RGS4-accelerated GTP hydrolysis. Transcreener GDP fluorescence polarization, RGS4-accelerated GTP hydrolysis. Potency, µM (series often up to 114 µM), inactives show top-dose activity change, negative = inhibition, actives largely listed as inhibitors. 0.039% of 390,000 active. AID 504845; note: potency is the fitted concentration of half-maximal effect; % is set by controls: 0 for no effect and ±100 for the full control effect; nearly all actives have a fitted effect of over 75% in size; some results filed as inactive show a strong effect at the top dose
Target sequence (P49798 whole entry, looked up): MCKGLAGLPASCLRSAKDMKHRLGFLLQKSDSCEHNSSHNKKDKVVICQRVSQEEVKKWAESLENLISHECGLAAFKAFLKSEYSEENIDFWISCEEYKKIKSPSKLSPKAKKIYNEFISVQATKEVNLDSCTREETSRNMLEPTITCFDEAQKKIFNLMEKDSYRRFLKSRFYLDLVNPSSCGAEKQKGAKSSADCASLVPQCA
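MLSMR compounds (23 nl, pin-transferred) preincubated 10 min at room temperature with a 500nM (2x) first reagent, then RGS4 at 900nM (2x) plus Transcreener GDP mix added; fluorescence polarization (620/688 nm) read before and after 90 min at 30 °C.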
PI4K2A inh: blocks human PI4K2A kinase activity | 0.13% of 420,000 active | purified PI4K2A, ADP-Glo luminescence, 1 h; active compounds read low | Q9BTU6 | activity change, negative = inhibition, % at 76.9 µM; in the data active = activity change below about -50%; inconclusive = mostly about -30% to -49%;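 note: -100% = wells without enzyme as full effect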
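In this quantitative HTS, ADP production by PI4K2A was quantified luminescently after 1 h at ambient temperature; 100 microM adenosine served as plate-quality control.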
ALOX12 inh: blocks human arachidonate 12S-lipoxygenase; 1.1% of 580,000 active; P18054; purified 12hLO, xylenol orange hydroperoxide absorbance; Potency, µM (titrated, usually from 108 µM), without a hit: at the top dose activity change, negative = inhibition, usual class: inhibitors; note: potency is the fitted concentration of half-maximal effect; % is set by controls: 0 for no effect and ±100 for the full control effect
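Hydroperoxide product was detected by ferrous iron/xylenol orange as the 573 to 405 nm absorbance ratio. Arachidonic acid at 40 uM (final) was turned over for 30 min at room temperature by 150 nM human 12hLO, pH 7.0 Hepes buffer, after 15 min compound preincubation.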
Active calls of the source: *; ? = inconclusive; . = not tested or not shown; [ ] = dose if it differs, or a comment. Unless noted, calls come from the whole dose curve; as a rule, active = well fitted curve in the direction sought with a large enough effect; inconclusive = small, poorly fitted or top-dose-only effect, or another doubt; inactive = no such curve, though single readings can be large; an effect the other way counts as inactive or inconclusive.

Preview:
SMILES | ERG-DNA inh | BAZ2B block | JMJD2A Tudor | GLS inhibitor | HP1b binding inh | G9a inh | RGS4 inhibitor | PI4K2A inh | ALOX12 inh
CCOC(=O)C1=C(Cc2ccc(F)cc2)C(=O)c2ccccc2C1=O | 0% | 40µM* | 20µM* | 10% | ? | 8.9µM* | ? | -2 | ?
CCOC(=O)NC(N(O)c1cccc(Cl)c1)C(Cl)(Cl)Cl (stereo unspecified) | -3% | -29% | -26% | 0% | -11% | 40µM* | ? | 5 | ?

All compounds of this part, previewed entries included:
SMILES | ERG-DNA inh | BAZ2B block | JMJD2A Tudor | GLS inhibitor | HP1b binding inh | G9a inh | RGS4 inhibitor | PI4K2A inh | ALOX12 inh
CCOC(=O)C1=C(Cc2ccc(F)cc2)C(=O)c2ccccc2C1=O | 0% | 40µM* | 20µM* | 10% | ? | 8.9µM* | ? | -2 | ?
CCOC(=O)NC(N(O)c1cccc(Cl)c1)C(Cl)(Cl)Cl (stereo unspecified) | -3% | -29% | -26% | 0% | -11% | 40µM* | ? | 5 | ?
Cc1ccc(-c2nnc3ccccc3c2C(=O)Nc2ccc(C)c(F)c2)cc1 | 0% | -2% | -18% | 8% | 23% | 4%[59 µM] | 11% | -1 | -20%
CN(C)C(=O)CSc1nnc(-c2ccc(F)cc2)c2ccccc12 | 4% | -3% | -12% | 6% | 14%[57 µM] | 5% | -25% | -1 | -16%
Cc1cc(C(=O)CSc2nc(N)cc(=O)[nH]2)c(C)n1CCc1ccc(Cl)cc1 | -1% | -24% | -25% | 0% | 24% | -25%[12.7 µM] | -34% | -4 | 147%[activator]
Cc1ccccc1C(=O)NCC(=O)OCCCOC(=O)CNC(=O)c1ccccc1C | 3% | -3% | -26% | -4% | 34% | -28% | -10% | 0 | 9%
Cc1ccc(C)c(N2CCN(S(=O)(=O)c3c(C)noc3C)CC2)c1 | 5% | -5% | 15% | -8% | 48%[activator] | 2% | -5% | 1 | 21%
CCc1ccc(OCC(=O)NCc2ccco2)c(Br)c1 | . | 2% | -15% | 14% | 5% | -31%[12.7 µM] | -6% | 1 | ?
Cc1cc(NS(C)(=O)=O)c(=O)n(Cc2cccc(F)c2)c1 | 1% | ? | 1% | 14% | 21% | . | -12% | -3 | -24%
CC(Oc1ccc(-c2ccccc2)cc1)C(=O)N/N=C/c1cccnc1 (stereo unspecified) | 4% | -22% | -25% | 4% | -11% | 11% | -4% | 6 | -12%
COC(=O)c1ccccc1NC(=O)C(=O)NCc1ccncc1 | -5% | -17% | -11% | -9% | 5% | 11% | 9% | -3 | 0%
Cn1c(=O)c2c(nc(CN3CCOCC3)n2CCc2ccccc2)n(C)c1=O | -7% | -15% | -2% | 13% | 23% | ? | -4% | -4 | -2%
CC(C)NC(=O)C1=NN(c2ccccc2)C(=O)CC1 | 0% | 10% | 0% | 9% | 23% | -2% | 5% | 0 | 54%[activator]
COc1cc(/C=N/NC(=O)c2c(C)nc3ccc(Cl)cn23)cc(OC)c1OC | 2% | ? | 22µM* | ? | 157%[activator] | . | -64%[56.9 µM] | -1 | ?
COC(=O)c1ccccc1NC(=O)Cn1c(=O)oc2ccc(Cl)cc21 | -3% | 4% | -5%[57.1 µM] | 1% | 46%[activator] | 10% | -16%[56.9 µM] | 5 | -6%
O=C(NCCCO)C(=O)Nc1ccc2c(c1)N(S(=O)(=O)c1cccs1)CCC2 | 2% | -28% | -17% | 4% | 13% | -5% | 2% | -6 | 3%
COc1c(C)cc(Br)cc1C(=O)Nc1ccccc1N1CCN(C(=O)c2ccccc2)CC1 | 13% | -21% | -6%[57.1 µM] | -9% | 19% | 2%[12.7 µM] | 4% | 4 | -9%
O=C(NCc1cccc(Cl)c1)C1CCCN(c2ncnc3onc(-c4ccc(F)cc4)c23)C1 (stereo unspecified) | 0% | 12%[57.1 µM] | -9% | -1% | 54%[activator] | -25%[59 µM] | 25% | -3 | 1%
CC(OC(=O)c1ccccn1)C(=O)Nc1ccc2c(c1)OCCO2 (stereo unspecified) | 11% | -2% | -1% | -3% | 26% | ? | 0% | -4 | -7%
CN(CC(=O)Nc1ccccc1Cl)C(=O)CCSc1ccc(F)cc1 | -16% | 10% | -1% | 1% | 13% | -43% | ? | -7 | ?
CC(C)N(C)NC(=S)Nc1ccccc1 | -3% | -8% | -1% | 6% | 37% | 16%[59 µM] | -11% | 3 | -21%
O=C(CN1C(=O)C2CC=CCC2C1=O)Nc1nc2ccc(F)cc2s1 (stereo unspecified) | 27% | -13% | -10% | 0% | -5% | 6% | -2% | -3 | ?
COc1cc(C2SCC(=O)N2CCN2CCCCC2)ccc1O (stereo unspecified) | 3% | -14% | -1% | 28% | 31% | 50µM* | 17% | 1 | -2%
Cc1cccn2c(=O)nc(SCC(=O)N3CCCCCC3)nc12 | -1% | 13% | -15% | -6% | 24% | 7% | -5% | -3 | 2%
COc1ccc(/C=N/NC(=O)CNC(=O)COc2ccccc2)cc1 | 4% | 9% | -6% | 1% | 6% | 6%[59 µM] | 13% | -1 | 0%
COc1c2ccccc2c(OC)c2ccccc12 | -12% | 8% | 0% | -2% | 49%[activator] | ? | -24% | -5 | -27%
O=C(N/N=C/c1ccccn1)c1cc(-c2ccccc2)nc2ccccc12 | 14% | -23% | ? | 0% | 45%[activator] | 4% | 1% | 2 | -4%

Taken from above:
O=C(CN1C(=O)C2CC=CCC2C1=O)Nc1nc2ccc(F)cc2s1 (stereo unspecified) in HP1b binding inh = -5%
Cc1ccc(-c2nnc3ccccc3c2C(=O)Nc2ccc(C)c(F)c2)cc1 in JMJD2A Tudor = -18%
CC(C)N(C)NC(=S)Nc1ccccc1 in RGS4 inhibitor = -11%
CC(Oc1ccc(-c2ccccc2)cc1)C(=O)N/N=C/c1cccnc1 (stereo unspecified) in GLS inhibitor = 4%
CCOC(=O)C1=C(Cc2ccc(F)cc2)C(=O)c2ccccc2C1=O in ERG-DNA inh = 0%

Ordered by count of non-hydrogen atoms (lowest first): 3 of the compounds above
SMILES | ERG-DNA inh | BAZ2B block | JMJD2A Tudor | GLS inhibitor | HP1b binding inh | G9a inh | RGS4 inhibitor | PI4K2A inh | ALOX12 inh
CC(C)N(C)NC(=S)Nc1ccccc1 | -3% | -8% | -1% | 6% | 37% | 16%[59 µM] | -11% | 3 | -21%
CC(OC(=O)c1ccccn1)C(=O)Nc1ccc2c(c1)OCCO2 (stereo unspecified) | 11% | -2% | -1% | -3% | 26% | ? | 0% | -4 | -7%
COc1cc(/C=N/NC(=O)c2c(C)nc3ccc(Cl)cn23)cc(OC)c1OC | 2% | ? | 22µM* | ? | 157%[activator] | . | -64%[56.9 µM] | -1 | ?

The list is partial (hit frequency here may not be typical).
